Source: PubChem
VLA-4 inh: inhibition in human VLA-4 binding assay, primary screen, VLA-4 allosteric modulator project, MLPCN library, flow cytometry, VLA-4 expressing cells; ligand binding flow cytometry; 330,000 compounds, 0.2% hits; Integrin alpha-4 (Homo sapiens), P13612; inhibition, % (about 7 µM as worked out from the volumes in the protocol); in the data active = inhibition above about 50%
GRK2 aptamer HTS: compounds blocking aptamer binding on GRK2 – biochemical, human GRK2, bead flow cytometry, HTS, primary screen. Beta-adrenergic receptor kinase 1 (Homo sapiens), P25098. FAM-aptamer displacement from GRK2. inhibition of aptamer binding, % at 10 µM. 330,000 compounds, 0.59% hits;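 active = inhibition of aptamer binding above 40%, roughly 3 SD of noise, on plates passing a quality check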;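 note: median bead fluorescence of bound FAM aptamer so fluorescent compounds give negative values; no value below 0 was filed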
RPL19A TOR yeast: RPL19A-GFP expression modulators in yeast, primary screen, cell-based, S. cerevisiae, multiplex flow cytometry, MLPCN | S. cerevisiae RPL19A-GFP strain, 3 h; stronger effect = lower value | percent response vs DMSO, % at 10 µM | 330,000 compounds, 0.3% hits;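 active = percent response vs DMSO below 50%; inconclusive = fewer than 70 events counted for the yeast strain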;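 note: median channel GFP fluorescence of the barcoded RPL19A-GFP strain; ratio of sample median GFP to plate DMSO average so 100% = DMSO; lower means less RPL19A-GFP as with rapamycin TOR inhibition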
JMJD2C inh: inhibitors of GASC-1 histone demethylase, primary screen, biochemical, fluorescence, DELFIA europium | 330,000 compounds, 0.069% hits | AID 2099, 2009 | Lysine-specific demethylase 4C (Homo sapiens), Q9H3R0 | GST-JMJD2C(1-420) H3K9me3 demethylation | inhibition, % at 2.35 µM;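 active = more than half of a compound's replicate wells show inhibition beyond 50%, single wells judged on their own value; inconclusive = some, but no more than half, of replicates pass 50% inhibition; inactive = no replicate passes 50% inhibition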;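 note: signal counts dimethyl H3K9 product captured on neutravidin plate; 0% = median of DMSO wells and 100% = 0.3 times that DMSO median; strong numbers were not always called active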
Target sequence (Q9H3R0 1-420 limits assumed): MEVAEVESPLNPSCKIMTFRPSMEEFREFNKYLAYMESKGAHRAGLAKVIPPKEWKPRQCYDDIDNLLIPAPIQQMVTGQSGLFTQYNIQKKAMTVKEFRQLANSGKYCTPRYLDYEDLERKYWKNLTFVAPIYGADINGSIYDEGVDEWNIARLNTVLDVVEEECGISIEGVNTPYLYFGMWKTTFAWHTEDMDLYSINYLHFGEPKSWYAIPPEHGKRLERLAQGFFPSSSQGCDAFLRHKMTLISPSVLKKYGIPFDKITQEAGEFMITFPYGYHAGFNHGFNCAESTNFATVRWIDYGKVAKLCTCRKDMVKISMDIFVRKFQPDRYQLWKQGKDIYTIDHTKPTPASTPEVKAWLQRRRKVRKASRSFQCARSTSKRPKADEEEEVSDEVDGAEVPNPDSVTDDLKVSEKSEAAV
CIT2-GFP yeast: modulators of CIT2-GFP expression in yeast, primary screen, S. cerevisiae, GFP fusion, multiplex flow cytometry, MLPCN library; S. cerevisiae CIT2-GFP strain, 3 h; 100 means same as DMSO wells; GFP response vs DMSO, % at 10 µM; 320,000 compounds, 0.065% hits;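 active = GFP response relative to DMSO above a set limit, near the screen mean plus 3 SD, cut at about 150% in these data; inconclusive = Fewer than 70 cells measured for a yeast strain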;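 note: ratio of well median GFP fluorescence to mean of DMSO wells on the plate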
AGP1 TOR yeast: modulators of AGP1-GFP expression in yeast TOR pathway, primary screen, cell-based, multiplex flow cytometry, S. cerevisiae, MLPCN library. GFP response vs DMSO, % at 10 µM. 320,000 compounds, 0.02% hits. AID 2066, 2009. 3 h; GFP as percent of DMSO wells;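 active = GFP response relative to DMSO above a set limit, near screen average plus 3 SD, cut at about 150% in these data; inconclusive = fewer than 70 cells counted for the yeast strain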;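 note: median GFP channel fluorescence of the gated AGP1 strain per well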
LAP4-GFP MLPCN: modulators of LAP4-GFP expression in yeast, primary screen, S. cerevisiae, multiplex flow cytometry, MLPCN library; 320,000 compounds, 0.34% hits; GFP response vs DMSO, % at 10 µM; AID 2023, 2009; 3 h; median GFP as percent of DMSO wells;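 active = GFP response vs DMSO above a set limit, about the screen mean plus 3 SD, cut at about 150% in these data; inconclusive = under 70 cell events counted for the yeast strain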
MEP2-GFP yeast: modulators of MEP2-GFP levels in yeast, primary screen, S. cerevisiae, multiplex flow cytometry, MLPCN library | S. cerevisiae MEP2-GFP strain, 3 h; 100% = DMSO control level | GFP response vs DMSO, % at 10 µM | 330,000 compounds, 0.51% hits;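 active = GFP response versus DMSO above a set limit, roughly screen mean plus 3 SD, cut at about 180% in these data; inconclusive = fewer than 70 cells counted for a yeast strain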;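 note: median GFP fluorescence of the barcode-gated MEP2-GFP cells per well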
Starred values were filed as active, the others as inactive; ? = inconclusive; nt = no result given. Rows were taken by chance; 1.7% or so of the library scored in one or more.

Assay codes: A = VLA-4 inh; B = GRK2 aptamer HTS; C = RPL19A TOR yeast; D = JMJD2C inh; E = CIT2-GFP yeast; F = AGP1 TOR yeast; G = LAP4-GFP MLPCN; H = MEP2-GFP yeast
CCc1nnc(NC(=O)C2CCN(c3ncnc4sc(C)c(C)c34)CC2)s1
  A = -8 | B = 2 | C = 99 | D = 6 | E = 100 | F = 105 | G = 97 | H = 100
CC(C)Cn1nc(-c2ccccc2)c2ccccc2c1=O
  A = -1 | B = 6 | C = 99 | D = -10 | E = 98 | F = 100 | G = 101 | H = 102
Cc1c(C(c2ccc(Br)cc2)c2c(C)n(C)n(-c3ccccc3)c2=O)c(=O)n(-c2ccccc2)n1C
  A = -4 | B = 0 | C = 110 | D = -9 | E = 103 | F = 105 | G = 106 | H = 115
COc1ccc(CNC(=O)[C@H](C)NC(=O)[C@@H]2Cc3ccccc3CN2)cc1
  A = 2 | B = 0 | C = 117 | D = 24 | E = 115 | F = 114 | G = 107 | H = 111
CCS(=O)(=O)c1nc(S(=O)(=O)c2ccc(C)cc2)c(N2CCC(C)CC2)s1
  A = 10 | B = 0 | C = 101 | D = 5 | E = 87 | F = 94 | G = 91 | H = 100
Cc1ccc2oc(=O)n(CCOc3ccccc3C)c2c1
  A = 7 | B = 0 | C = 94 | D = 84 | E = 89 | F = 95 | G = 106 | H = 95
NC(=O)C(c1ncc(C(F)(F)F)cc1Cl)c1c(Cl)cccc1Cl (stereo unspecified)
  A = 33 | B = 1 | C = 98 | D = -1 | E = 95 | F = 103 | G = 93 | H = 101
CCOc1ccc2oc(C(=O)OCC(=O)NC3CC3)c(C)c2c1
  A = -8 | B = 0 | C = 104 | D = 1 | E = 115 | F = 108 | G = 106 | H = 124
COc1cccc(OC)c1OCC(O)CN1CCN(c2ccccc2)CC1 (stereo unspecified)
  A = 3 | B = 1 | C = 89 | D = -9 | E = 87 | F = 91 | G = 99 | H = 96
O=C1CN(S(=O)(=O)c2ccc(Cl)cc2)c2ccccc2N1
  A = 1 | B = 0 | C = 100 | D = -3 | E = 104 | F = 103 | G = 98 | H = 99
C#CC(C)(C)NC(=O)CSc1nc2c(c(=O)n(C)c(=O)n2C)n1CCCC
  A = -30 | B = 0 | C = 96 | D = 1 | E = 100 | F = 98 | G = 99 | H = 104
Cc1ccccc1CN1CCNC(=O)C1CC(=O)NC1CCCCCCC1 (stereo unspecified)
  A = 9 | B = 0 | C = 102 | D = -5 | E = 96 | F = 100 | G = 85 | H = 99
CCn1ncc(/C=C2/SC(=S)NC2=O)c1C
  A = 1 | B = 1 | C = 105 | D = 3 | E = 97 | F = 88 | G = 87 | H = 96
CCC(CC)C(=O)NCCNC(=O)C(CC)CC
  A = 2 | B = 0 | C = 100 | D = 7 | E = nt | F = 104 | G = 92 | H = 98
Cc1cccc(C(=O)NCC(=O)NCCCSc2ccccc2)c1
  A = 0 | B = 0 | C = 98 | D = 0 | E = 91 | F = 103 | G = 111 | H = 103
CC[C@@H](C)[C@H](NC(=O)CNC(=O)Cc1c(C)c2c(cc(C)c3c(C)coc32)oc1=O)C(=O)O
  A = 0 | B = 4 | C = 100 | D = -8 | E = 101 | F = 101 | G = 92 | H = 102
CC1CCN(CCc2nc3cc(NC(=O)COc4ccc([N+](=O)[O-])cc4)ccc3n2C)CC1
  A = 25 | B = 12 | C = 105 | D = 3 | E = 103 | F = 102 | G = 98 | H = 106
COc1ccc2c(c1)CCc1c(C(=O)NCCCn3ccnc3)noc1-2
  A = 19 | B = 51* | C = 106 | D = 1 | E = 107 | F = 113 | G = 107 | H = 108
Oc1c(Br)cc2oc3c(c2c1CNCc1ccccc1)CCCC3
  A = 9 | B = 0 | C = 101 | D = 12 | E = 100 | F = 101 | G = 99 | H = 102
COc1ccc(OC)c(NC(=S)N2CCc3ccccc3C2)c1
  A = -7 | B = 0 | C = 104 | D = -4 | E = 102 | F = 98 | G = 98 | H = 104
Cc1nnc(SCC(=O)Nc2cc(S(C)(=O)=O)ccc2Cl)n1Cc1ccccc1
  A = -1 | B = 1 | C = 101 | D = -4 | E = 99 | F = 105 | G = 98 | H = 97
CC(=O)Nc1ccc2c(c1)C(=O)N(c1cccc(C)c1)C2=O
  A = 5 | B = 3 | C = 98 | D = -2 | E = 94 | F = 99 | G = 105 | H = 102
COc1cccc(COC(=O)C2CCN(C(=O)c3ccccc3C)CC2)c1OC
  A = 2 | B = 3 | C = 105 | D = 8 | E = 91 | F = 98 | G = 99 | H = 105
COC(=O)CCCNC(=O)c1ccc(OC2CCN(CCc3ccccc3)CC2)cc1
  A = -3 | B = 2 | C = 92 | D = -1 | E = 91 | F = 91 | G = 99 | H = 93
O=C(NCc1cccc(Cl)c1)C1CCC(=O)N(CC2CCCCC2)C1 (stereo unspecified)
  A = -12 | B = 0 | C = 101 | D = -5 | E = 96 | F = 100 | G = 100 | H = 99

Whole records, looked up by structure. Values in the order: VLA-4 inh	GRK2 aptamer HTS	RPL19A TOR yeast	JMJD2C inh	CIT2-GFP yeast	AGP1 TOR yeast	LAP4-GFP MLPCN	MEP2-GFP yeast
`CCOc1ccc2oc(C(=O)OCC(=O)NC3CC3)c(C)c2c1` as listed: -8	0	104	1	115	108	106	124
`CC[C@@H](C)[C@H](NC(=O)CNC(=O)Cc1c(C)c2c(cc(C)c3c(C)coc32)oc1=O)C(=O)O` as listed: 0	4	100	-8	101	101	92	102
`C#CC(C)(C)NC(=O)CSc1nc2c(c(=O)n(C)c(=O)n2C)n1CCCC` as listed: -30	0	96	1	100	98	99	104
`O=C1CN(S(=O)(=O)c2ccc(Cl)cc2)c2ccccc2N1` as listed: 1	0	100	-3	104	103	98	99
`Cc1nnc(SCC(=O)Nc2cc(S(C)(=O)=O)ccc2Cl)n1Cc1ccccc1` as listed: -1	1	101	-4	99	105	98	97

Carrying on.
canonical_smiles,VLA-4 inh,GRK2 aptamer HTS,RPL19A TOR yeast,JMJD2C inh,CIT2-GFP yeast,AGP1 TOR yeast,LAP4-GFP MLPCN,MEP2-GFP yeast
O=C1CC/C=C\C[C@@H](CC(=O)N(CCO)Cc2ccccc2)C(=O)NCCO1,-15,0,116,1,112,113,101,102
C[C@H](NC(=O)c1ncn(C)c1C(=O)N[C@@H](C)c1ccccc1)c1ccccc1,-8,1,108,0,77,96,89,94
CCOc1ccccc1CNCc1ccc(C(=O)O)cc1,1,0,101,4,88,100,100,97
COCCN(CCOC)S(=O)(=O)c1ccc(Cl)nc1,-1,2,103,-6,106,108,108,105
O=C(O)CCC(=O)N1N=C(c2ccc(Br)cc2)CC1c1ccc(Br)cc1 (stereo unspecified),3,0,94,8,93,92,89,93
CN(NC(=O)NN)c1ncc(C(F)(F)F)cc1Cl,1,1,106,-5,105,106,124,109
CSc1ccccc1NC(=O)CN(C)C(=O)Cn1c(=O)oc2ccccc21,-4,0,102,0,104,110,102,106
CN(C)CCNC(=O)c1ccccc1,-16,2,110,0,115,114,102,110
CCC(C(=O)OCC(=O)Nc1ccccc1-c1ccccc1)c1ccccc1 (stereo unspecified),-12,1,105,1,105,103,100,107
Cc1nccn1-c1ncnc2sc3c(c12)CCCC3,4,1,100,-10,101,104,99,104
COCCn1c(SCC(=O)Nc2ccc(OC)c(S(N)(=O)=O)c2)nc2ccccc2c1=O,2,0,100,-2,100,105,104,101
O=C(c1cccc2ccccc12)n1nnc2ccccc21,7,1,107,-1,109,92,103,116
CC(C)(C)NS(=O)(=O)c1ccc(CCC(=O)NCc2ccccn2)cc1,5,5,108,2,108,104,94,107
CC12CC3CC(C)(C1)CC(C(=O)NCc1cccnc1)(C3)C2,4,0,101,-3,103,104,90,105
CCOC(=O)N/N=C/c1c(F)cccc1F,-1,3,100,5,97,96,99,92

The last 2 entries of the part above come first, to join the parts:
canonical_smiles,VLA-4 inh,GRK2 aptamer HTS,RPL19A TOR yeast,JMJD2C inh,CIT2-GFP yeast,AGP1 TOR yeast,LAP4-GFP MLPCN,MEP2-GFP yeast
CC12CC3CC(C)(C1)CC(C(=O)NCc1cccnc1)(C3)C2,4,0,101,-3,103,104,90,105
CCOC(=O)N/N=C/c1c(F)cccc1F,-1,3,100,5,97,96,99,92
CCCc1cc(=O)[nH]c(SCC(=O)Nc2ccc(Br)cc2)n1,-1,0,101,13,102,106,107,102
CCOc1ccc2nc(SCC(=O)Nc3ncccn3)[nH]c2c1,13,2,103,-8,114,106,108,108
CCCC1(c2ccccc2)NC(=O)N(CC(=O)Nc2cc(OC)cc(OC)c2)C1=O (stereo unspecified),-3,0,101,1,101,93,98,103
Cc1nn(-c2ccc(F)cc2)c(C)c1NS(=O)(=O)c1ccc(Cl)cc1,11,1,96,0,94,104,88,90
O=C1NC(=O)C2(CCC(C(=O)O)C2)N1 (stereo unspecified),13,0,86,-1,86,85,84,92
COc1ccccc1C(=O)NCC(=O)NCc1cc(=O)n(C)c(=O)n1C,-6,0,94,?,103,85,90,90
Cc1ccccc1OCCCSc1nc2ccccc2[nH]1,36,0,102,1,81,94,117,115
Cn1nnc(NC(=O)/C=C/c2ccco2)n1,-5,0,103,6,114,129,120,113
Cc1cc(OCC(=O)Nc2ccccn2)c2c(C)cc(=O)oc2c1,12,1,98,-2,98,98,101,99
O=C(CNC(=O)c1ccco1)NCC(=O)OCc1ccccc1Cl,-4,0,94,7,95,93,89,94
CC(=O)Nc1ccc(S(=O)(=O)CCC#N)cc1,1,1,104,-1,112,107,107,101
COc1cccc(NC(=O)Nc2ccc(Cc3ccncc3)cc2)c1,nt,0,100,1,91,97,103,103
NC(=O)c1ccsc1N,-16,2,113,-2,111,96,98,108
Cc1nn(Cc2ccccc2)c(Cl)c1C(=O)OCC#N,-8,1,93,2,77,99,118,106
COc1ccc(C(=O)N2CCCC2)cc1,1,2,96,0,95,93,103,105
CCN1CCN(S(=O)(=O)c2ccc(Cl)c(C(=O)Nc3ccccc3N3CCCC3)c2)CC1,0,0,88,-2,86,98,101,90
